# RXFP1 antag: qHTS Assay for Antagonists of the Relaxin Receptor RXFP1; Relaxin receptor 1 (Homo sapiens), Q9HBX9; HEK293-RXFP1, relaxin-stimulated cAMP HTRF, 30 min; hits give low values; activity change, negative = inhibition, % at 57.5 µM; 0.59% of 350,000 active;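 active means activity change of -60% or lower, but not beyond a set lower limit; inconclusive means change between -60% and -40%, or beyond the set limit; inactive means change above -40%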; further: on the % scale 0 is the no-effect control and ±100 the full control effect
# Target sequence (Q9HBX9 whole entry, looked up): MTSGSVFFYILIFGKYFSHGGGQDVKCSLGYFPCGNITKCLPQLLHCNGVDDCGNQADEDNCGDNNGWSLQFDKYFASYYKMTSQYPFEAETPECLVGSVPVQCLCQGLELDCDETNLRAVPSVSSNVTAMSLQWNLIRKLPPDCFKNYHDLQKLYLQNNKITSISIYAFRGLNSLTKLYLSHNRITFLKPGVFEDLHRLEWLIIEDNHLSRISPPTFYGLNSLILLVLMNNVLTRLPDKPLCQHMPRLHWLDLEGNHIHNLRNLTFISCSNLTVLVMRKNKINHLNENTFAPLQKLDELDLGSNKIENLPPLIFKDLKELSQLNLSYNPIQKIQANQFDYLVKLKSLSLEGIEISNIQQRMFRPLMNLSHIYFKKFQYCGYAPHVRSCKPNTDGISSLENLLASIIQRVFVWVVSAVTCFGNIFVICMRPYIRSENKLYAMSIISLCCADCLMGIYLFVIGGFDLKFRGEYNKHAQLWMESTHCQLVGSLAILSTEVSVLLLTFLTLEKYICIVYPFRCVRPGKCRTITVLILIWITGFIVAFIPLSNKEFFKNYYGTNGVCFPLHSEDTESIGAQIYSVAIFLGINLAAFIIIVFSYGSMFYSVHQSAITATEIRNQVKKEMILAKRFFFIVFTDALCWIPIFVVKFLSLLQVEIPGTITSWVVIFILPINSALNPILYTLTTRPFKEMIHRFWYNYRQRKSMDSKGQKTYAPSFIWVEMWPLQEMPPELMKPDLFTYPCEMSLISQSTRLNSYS
# D1 ag: Allosteric Agonists of the Human D1 Dopamine Receptor: qHTS. activation, % at 2 µM. 1% of 360,000 active. D(1A) dopamine receptor (Homo sapiens), P21728. HEK293 T-REx D1 cells, calcium flux, agonist mode; further: 0% is about no effect
#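 Inducible HEK293 T-REx D1 cells, force-coupled to calcium signalling, were plated at 4000 cells/well with tetracycline and held overnight at 30 C. After no-wash calcium dye loading, compound-evoked calcium rise over 180 s flagged agonists.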
# D1 PAM: Potentiators of Human D1 Dopamine Receptor: qHTS. potentiation, % at 10 µM. D(1A) dopamine receptor (Homo sapiens), P21728. HEK293 TREx D1 cells, calcium flux, dopamine EC20 potentiation. AID 504651, 2011. 0.036% of 360,000 active; in the data active means potentiation above about 30%; further: 0% is about no effect
# D1 antag: Antagonist of Human D 1 Dopamine Receptor: qHTS | HEK293 TREx D1 cells, calcium flux, dopamine EC80; hits give low values | D(1A) dopamine receptor (Homo sapiens), P21728 | 3.2% of 360,000 active | AID 504652, 2011 | activity change, negative = inhibition, % at 10 µM; in the data active means activity change below about -30%; further: on the % scale 0 is the no-effect control and ±100 the full control effect
#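 Cells carrying a force-coupled, tetracycline-inducible human D1 receptor report calcium flux. Each well gets a 10 s baseline, compound with 180 s monitoring, then an EC80 dopamine stimulus with a second 180 s kinetic read.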
# D2 antagonist: HTS Assay for Allosteric Antagonists of the Human D2 Dopamine Receptor: Primary Screen for Antagonists; HEK293 TREx D2 cells, calcium flux, dopamine EC80; 2% of 340,000 active; AID 485344, 2010; inhibition, % at 10 µM; D(2) dopamine receptor (Homo sapiens), P14416; in the data active means inhibition above about 30%; further: 0% is about no effect
#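 Read-out: kinetic calcium fluorescence (1 cycle/s) in inducible HEK293 T-REx D2 cells after an EC80 dopamine addition that followed 180 s compound preincubation. Loss of the dopamine response indicates antagonism.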
# TRHR enhancer: qHTS for Small Molecule Agonists and Allosteric Enhancers of Human TRH Receptor: Primary Screen for Enhancers; AID 493056, 2011; 0.66% of 360,000 active; TRHR cells, fluo-8 calcium fluorescence, EC20 TRH enhancement; enhancement, % at 2 µM; Thyrotropin-releasing hormone receptor (Homo sapiens), P34981; in the data active means enhancement above about 30%; further: 0% is about no effect
#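 TRHR-expressing cells loaded with fluo-8 calcium dye were read kinetically (ex 480/em 530) during compound addition, then stimulated with an EC20 of TRH (10 nM final). Enhancement of the Gq-mediated intracellular calcium response was scored.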
# TRHR agonist: qHTS for Small Molecule Agonists and Allosteric Enhancers of Human TRH Receptor: Primary Screen for Agonists | Thyrotropin-releasing hormone receptor (Homo sapiens), P34981 | TRHR cells, calcium flux fluo-8, FDSS agonist mode | activation, % at 2 µM | 0.18% of 360,000 active | AID 493084, 2011; further: 0% is about no effect
#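 Fluo-8-loaded TRHR cells; 10 s baseline, compound added, kinetic Ca2+ fluorescence read 1/s, agonist mode.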
# D2 agonist: HTS Assay for Allosteric Agonists of the Human D2 Dopamine Receptor: Primary Screen for Agonists; D(2) dopamine receptor (Homo sapiens), P14416; HEK293 T-REx D2 cells, calcium flux agonist mode; activation, % at 2 µM; 0.53% of 340,000 active;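 active means activation over 3 SD above normal in the single-dose calcium agonist read, cut at about 30% in these data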; further: 0% is about no effect
#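 In this primary screen, compounds producing a positive calcium signal within 180 s of addition to tetracycline-induced, force-coupled HEK293 Trex D2 cells are flagged; cells are dye-loaded with a no-wash calcium kit beforehand.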
# D2 PAM: HTS Assay for Positive Allosteric Modulators of the Human D2 Dopamine Receptor: Primary Screen for Potentiators; HEK293 T-REx D2, calcium flux, EC20 dopamine potentiation; potentiation, % at 10 µM; 0.34% of 340,000 active; AID 485347, 2010;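 active means potentiation over 3 SD above the plate norm, cut at about 30% in these data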; further: 0% is about no effect
#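 Using a no-wash calcium dye in inducible, force-coupled HEK293 Trex cells expressing D2, we tracked fluorescence each second for 180 s after compound, then for 180 s after EC20 dopamine to detect augmented signalling.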
# Active calls of the source: *; ? = inconclusive; nt = not tested or not shown. Unless noted, no stated cut-off is given here; in the data, active means activation above about 30%; inactive means the rest.
SMILES,RXFP1 antag,D1 ag,D1 PAM,D1 antag,D2 antagonist,TRHR enhancer,TRHR agonist,D2 agonist,D2 PAM
CCOC(=O)c1c(C)[nH]c(C(=O)NNC(=O)c2ccc(Br)cc2)c1C,7,7,nt,11,-24,-1,0.4,-0.6,-15
CCN(CCCNC(=O)CN(C)S(=O)(=O)c1cccc2nsnc12)c1cccc(C)c1,3,3,-3,-8,-7,-10,-0.9,-1.5,1
O=C(COC(=O)c1ccc2[nH]c3c(c2c1)CCCC3)Nc1ccc(Cl)cc1Cl,-14,2,4,7,-3,7,-0.4,-1.6,14
Cc1c(NC(=O)CSc2ccc3c(c2)OCCO3)c(=O)n(-c2ccccc2)n1C,-10,2,-8,9,3,-3,-0.4,0.0,-6
Cc1cc(C(=O)N/N=C/c2ccncc2)c(C)o1,-5,0,-3,4,-4,28,0.2,0.5,-2
COc1ccccc1C(=O)NC1=NC(c2ccc(Br)cc2)CC(=O)N1 (stereo not drawn),-10,-2,0,-1,nt,12,0.5,-0.5,6
OCCC#Cc1ccc(CN2CCN(C3CCCCC3)C(CCO)C2)cc1 (stereo not drawn),-2,3,-5,-2,-4,1,1.1,0.7,-1
Cc1cccc(C)c1NC(=O)Cn1c(=O)n(CCCC(=O)NCc2ccco2)c(=O)c2sccc21,1,9,2,0,nt,-6,-0.7,nt,nt
C/C=C/c1ccc(OCCCCOc2ccccc2C(C)=O)c(OC)c1,2,17,-1,-6,9,2,-1.4,-1.3,5
COc1ccccc1NC(=O)CN1CCN(c2ccccc2)CC1,-7,1,-9,-5,39*,-2,-0.4,49*,-29
Cc1cc(C)c(O)c(-c2cc(C(=O)NCc3ccccc3)[nH]n2)c1,-28,2,-3,-16,-9,3,-1.0,0.9,-14
CCN1CCN(C2=C(Cl)C(=O)N(Cc3ccccc3)C2=O)CC1,-4,1,-9,10,-7,-3,0.5,-0.2,0
Cc1ccccc1C(=O)Nc1sc2c(c1C(=O)NCc1ccco1)CCC(C(C)(C)C)C2 (stereo not drawn),3,-3,-1,1,nt,4,-1.0,-2.3,19
CC(=O)Oc1ccccc1C(=O)N1CCN(S(=O)(=O)c2ccc3ccccc3c2)CC1,10,0,2,-4,21,0,-0.2,0.3,2
O=C(NCc1ccccc1)C1CC(=O)N(C2CCCCCC2)C1 (stereo not drawn),13,2,-1,-1,-4,5,-0.4,-0.1,-1

# Copied from the list:
# `O=C(COC(=O)c1ccc2[nH]c3c(c2c1)CCCC3)Nc1ccc(Cl)cc1Cl` in D2 agonist = -1.6
# `Cc1cc(C)c(O)c(-c2cc(C(=O)NCc3ccccc3)[nH]n2)c1` in D1 antag = -16

# Records listed above that bear a hit mark in D2 antagonist:
smiles	RXFP1 antag	D1 ag	D1 PAM	D1 antag	D2 antagonist	TRHR enhancer	TRHR agonist	D2 PAM
COc1ccccc1NC(=O)CN1CCN(c2ccccc2)CC1	-7	1	-9	-5	39*	-2	-0.4	-29

# Following part.
SMILES,RXFP1 antag,D1 ag,D1 PAM,D1 antag,D2 antagonist,TRHR enhancer,TRHR agonist,D2 agonist,D2 PAM
Cn1c(SCC(=O)N2CCCCCC2)nc2c([nH]c3ccccc32)c1=O,-11,-1,1,-15,-27,-6,-0.2,2.3,5
Cc1ccccc1CSCc1nc(N)nc(Nc2ccccc2C)n1,-13,10,-2,-15,27,11,2.1,2.3,2
CC(=O)Nc1ccc(S(=O)(=O)N2CCCCC2C(=O)O)cc1 (stereo not drawn),2,3,4,-4,-3,-2,0.8,0.2,-1
CC(C)COc1cccc(C(=O)Nc2ccc(N3CCOCC3)cc2N2CCOCC2)c1,-21,2,0,6,-43,-4,0.0,-0.5,0
O=c1c2c(C(F)(F)F)cc(C(F)(F)F)nc2[nH]n1-c1ccccc1,-5,5,-1,6,1,5,1.0,1.1,-3
CCOC(=O)c1sc(C)c2c(=O)n(CC)nnc12,8,0,-3,-15,1,-2,-0.5,1.1,16
CC(C)Cc1nn2c(=O)cc(CSCC(=O)Nc3ccccc3F)nc2s1,-5,1,1,15,1,-4,-0.2,0.6,-2
COc1ccc(Cl)cc1NC(=O)c1c(NCc2sccc2C)sc2c1CCCC2,-13,8,8,-20,nt,-3,-0.4,1.5,14
O=C(NCCC1=CCCCC1)c1cc(COc2ccc(F)cc2Cl)on1,-20,19,-6,-4,nt,-3,0.7,nt,nt
COc1ccc(CCNC(=O)CN2C(=O)NC3(CCc4ccccc43)C2=O)cc1 (stereo not drawn),-4,0,-8,-4,18,0,0.2,0.1,-6
COc1ccccc1NC(=O)COc1ccc(/C=N/n2cnnc2)cc1OC,-4,0,2,-2,13,-13,-0.3,-0.5,-1
COC(=O)CC1C(=O)NCCN1C(=O)CSc1nc2ccccc2s1 (stereo not drawn),-9,1,-5,-3,-3,-3,-0.4,-0.3,-1
Cc1ccc(CC(=O)Nc2ccc(OC(F)F)c(Cl)c2)cc1C,-4,7,-1,-1,1,4,0.5,-0.6,1
COc1ccc(NC(=O)CSc2nc(N)c3cc4c(nc3n2)CC(C)(C)OC4)cc1,?,2,-6,8,-1,0,0.3,-0.7,10
CN1CCN(c2nc3ccccn3c(=O)c2/C=C(\C#N)S(=O)(=O)c2ccccc2)CC1,-30,1,1,-9,-12,0,0.6,-0.4,-7

# Fetched one by one from the list above:
SMILES,RXFP1 antag,D1 ag,D1 PAM,D1 antag,D2 antagonist,TRHR enhancer,TRHR agonist,D2 agonist,D2 PAM
COC(=O)CC1C(=O)NCCN1C(=O)CSc1nc2ccccc2s1 (stereo not drawn),-9,1,-5,-3,-3,-3,-0.4,-0.3,-1
O=C(NCc1ccccc1)C1CC(=O)N(C2CCCCCC2)C1 (stereo not drawn),13,2,-1,-1,-4,5,-0.4,-0.1,-1
CCN(CCCNC(=O)CN(C)S(=O)(=O)c1cccc2nsnc12)c1cccc(C)c1,3,3,-3,-8,-7,-10,-0.9,-1.5,1

# Some entries already given, reduced to D2 PAM, TRHR enhancer and RXFP1 antag:
SMILES	D2 PAM	TRHR enhancer	RXFP1 antag
O=c1c2c(C(F)(F)F)cc(C(F)(F)F)nc2[nH]n1-c1ccccc1	-3	5	-5
CCOC(=O)c1sc(C)c2c(=O)n(CC)nnc12	16	-2	8

# (list continues)
SMILES,RXFP1 antag,D1 ag,D1 PAM,D1 antag,D2 antagonist,TRHR enhancer,TRHR agonist,D2 agonist,D2 PAM
CCOc1ccc(C(=O)Nc2ccc3nc(SCC(=O)N4CCCC4)sc3c2)cc1,3,-1,0,0,nt,-2,0.7,-1.8,11
CCC(C)[C@H](NC(=O)NC1CC1)C(=O)O (stereo partly drawn),-4,2,1,-5,-5,-6,-0.5,0.4,8
Cc1cc(C)c(S(=O)(=O)/N=C2/C=C(Sc3ncn[nH]3)C(=O)c3ccccc32)cc1C,?,0,1,16,2,3,-1.0,-0.7,2
COc1ccc(N(Cc2ccccc2)C(=O)c2nc(SC)ncc2Cl)cc1,nt,5,-3,-1,nt,-14,0.3,-0.1,-4
C=CCc1cccc(/C=N/NC(=O)C(=O)Nc2ccc(C)cc2)c1O,1,1,6,1,11,-11,0.5,0.9,1
Cn1c(-c2ccccc2)cc2c3no[n+]([O-])c3ccc21,1,3,-3,-3,8,-10,0.5,-0.5,-11
O=c1cc(-c2ccccc2)n2c(SCc3c(F)cccc3Cl)nnc2[nH]1,4,-3,4,nt,nt,3,0.2,1.2,9
O=C(CNS(=O)(=O)c1ccc(Br)cc1)OCc1cc(=O)n2cc(Br)ccc2n1,nt,1,-3,2,-5,0,-0.1,0.0,8
CC1(C)SC2c3ccccc3C(=O)N2[C@@H]1C(=O)NC1CCCC1 (stereo partly drawn),8,2,6,-7,-14,14,0.6,-0.4,7
Cc1ccc(S(=O)(=O)c2nc(-c3cccc(Br)c3)oc2N2CCCCCC2)cc1,-10,0,-1,16,nt,-7,1.2,-0.2,nt
Cc1ccc(C)c(OCCn2cc(C(=O)c3cccs3)c3ccccc32)c1,-11,11,-5,-4,nt,3,1.0,1.8,-14
Fc1cccc(NCc2ccoc2)c1,18,0,4,-6,-4,8,-0.3,0.5,9
O=C(CSc1ncnc2scc(-c3ccc(Cl)cc3)c12)NCc1ccc2c(c1)OCO2,-34,2,-4,-10,-13,-6,0.2,-1.1,-6
O=C(COc1cccc(-n2cnnn2)c1)Nc1ccccc1,-8,-2,-6,-5,nt,9,-0.5,nt,nt
Cc1ccccc1CN1CCN(C(=O)c2cc(-c3ccncc3)nc3ccccc23)CC1,-2,2,-5,5,-22,-9,1.2,0.6,-2
CN(C)c1ccc(/C=C(\C#N)c2nc3ccccc3c(=O)[nH]2)cc1,-7,97*,6,-27,nt,-1,38*,15,3
COC(=O)c1ccccc1S(=O)c1snnc1C (stereo not drawn),-7,0,-5,1,-29,1,0.5,0.4,-12
CCSC1=N/C(=C\c2ccc(C(=O)O)cc2)C(=O)S1,4,2,-8,-18,8,-6,0.4,0.3,0
CC1=Nc2ccccc2/C1=C\c1nc(-c2ccc(F)cc2)oc1O,-5,12,-1,-17,-11,3,6.6,6.1,21
COc1ccc(N2CCN(S(=O)(=O)CCNC(=O)c3ccc(OC(C)C)cc3)CC2)cc1,-6,4,0,-20,nt,0,-0.3,0.2,9
CCOC(=O)c1sc(-c2cccc([N+](=O)[O-])c2)cc1N,-5,-2,-10,-20,1,-5,-0.2,3.3,-4
Cc1c(C(=O)OC2CCCCCC2)[nH]c2c1C(=O)CC(c1ccc(Cl)cc1)C2 (stereo not drawn),1,2,-4,0,nt,3,-1.4,0.1,6

# Assay outcomes deposited in PubChem by National Center for Advancing Translational Sciences (NCATS).
